Compound activity: PubChem, several laboratories
H69AR growth 86K: blocks growth of human H69AR lung tumor cells | AID 598 | actives 6% (n = 85,000) | viability, % at 10 µM | H69AR lung tumor viability, ATP luminescence, 72 h; active compounds read low;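 active = viability at or below 40%; inactive = viability above 40%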;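 also: multidrug resistant small cell line overexpressing MRP-1 efflux transporter; 100% = mean luminescence of untreated control wells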
HUVEC prolif 384: blocks proliferation of human endothelial cells. HUVEC proliferation, CellTiter-Glo luminescence, 72 h; active compounds read low. viability, % at 10 µM (by protocol). actives 1.1% (n = 86,000). AID 648;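 active = viability at or below 30%; inactive = viability above 30%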;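 also: 100% = median luminescence of DMSO-only cell control wells on each plate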
Lung fibro prol: blocks proliferation of human lung fibroblasts; LL 47 human lung fibroblast viability, ATP luminescence; active compounds read low; viability, % at 10 µM; actives 1.1% (n = 85,000); AID 719;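 active = viability at or below 50% in the single dose screen; inactive = viability above 50%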;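 also: compound exposure lasted 72 h before the ATP readout; 100% = median luminescence of untreated cell-only wells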
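Assay system: human lung fibroblast line LL 47, low passage. Input: 1,150 fibroblasts seeded per well. Times: overnight cell rest, 72 h compound treatment at 37 °C. Evaluation: % viability of median cell-only signal. Technique: luminescent ATP detection, CellTiter-Glo. Control set: cell-only wells, no compound.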
Smad3 inh: Smad3 (human) transcription factor binding inhibition | P84022 | TR-FRET Smad3/Dy647-FoxH1 peptide binding, europium anti-His | inhibition, % at 25 µM | actives 0.29% (n = 88,000) | AID 630;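 active = compounds that reduce the energy-transfer binding signal between the protein and its labelled peptide by more than half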;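 also: 0% = Smad3 plus labelled peptide maximal FRET and 100% = peptide-only background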
Calb biofilm kill: kills Candida albicans biofilms. actives 0.14% (n = 85,000). inhibition, % at 6 µM. C. albicans biofilm + clotrimazole, Alamar Blue. AID 834;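 active = inhibition above 20%; inactive = inhibition below 20%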;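 also: preformed 24 hr biofilms exposed to compound for 48 hr; 0% = biofilm without compound and 100% = blank killed by clotrimazole plus chlorhexidine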
ERa SRC1 pot: enhances coactivator binding to human estrogen receptor alpha. P03372. TR-FRET ERalpha-LBD/SRC-Cy5 coactivator binding, 2 h; 100 = basal binding, no effect. coactivator binding (% of control), % at 25.6 µM. actives 1.3% (n = 86,000); in the data active = activity above about 200%;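 also: binding measured in presence of low estradiol as agonist stimulus; 0% = peptide alone without receptor and 100% = receptor with peptide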
Target sequence (P03372 whole entry, looked up, the tested form may be a part): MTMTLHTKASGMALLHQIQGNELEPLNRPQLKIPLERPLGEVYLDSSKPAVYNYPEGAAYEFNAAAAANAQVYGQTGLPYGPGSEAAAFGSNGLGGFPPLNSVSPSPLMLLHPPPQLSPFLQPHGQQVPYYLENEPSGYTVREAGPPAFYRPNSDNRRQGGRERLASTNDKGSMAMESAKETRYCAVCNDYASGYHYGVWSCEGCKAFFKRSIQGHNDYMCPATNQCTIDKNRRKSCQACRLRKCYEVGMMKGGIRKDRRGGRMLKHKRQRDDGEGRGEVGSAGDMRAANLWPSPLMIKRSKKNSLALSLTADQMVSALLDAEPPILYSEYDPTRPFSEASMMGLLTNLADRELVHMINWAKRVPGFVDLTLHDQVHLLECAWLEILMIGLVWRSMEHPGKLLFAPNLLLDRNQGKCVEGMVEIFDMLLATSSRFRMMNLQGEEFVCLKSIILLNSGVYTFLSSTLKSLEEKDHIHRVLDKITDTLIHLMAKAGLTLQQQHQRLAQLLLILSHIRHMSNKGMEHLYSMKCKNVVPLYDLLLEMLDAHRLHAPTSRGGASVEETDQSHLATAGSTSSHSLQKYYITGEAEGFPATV
ERb coact inh: blocks coactivator binding to human estrogen receptor beta; actives 1.3% (n = 86,000); AID 633; inhibition, % at 25.6 µM; Q92731; TR-FRET ER-beta LBD / SRC1-Cy5 peptide binding; receptor agonist-loaded with 1 µM estradiol;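 active = compounds whose percent inhibition of the receptor-coactivator binding signal exceeds about 50% in the single-dose screen, limit read from the data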;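 also: 0% = receptor plus peptide wells without compound and 100% = peptide-only wells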
sEH activator: soluble epoxide hydrolase (human) activation. P34913. actives 0.04% (n = 91,000). AID 717. purified human sEH enzymatic activity, activator screen. activation, % at 2 µM; in the data active = activation above about 37%; also: values of inactives mirror those of a sister screen read the other way
ERa SRC1 inh: ER-alpha (human) coactivator binding inhibition | P03372 | TR-FRET ER-alpha LBD / SRC-1 peptide, estradiol-bound | inhibition, % at 25.6 µM | actives 1.7% (n = 86,000); in the data active = inhibition above about 50%;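 also: 0% = receptor plus peptide control and 100% = peptide only without receptor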
Numbers without * were called inactive; nt = no result given; [ ] = dose if it differs, or a comment.

Compound,Lung fibro prol,Calb biofilm kill,ERa SRC1 pot,H69AR growth 86K,Smad3 inh,ERb coact inh,sEH activator,HUVEC prolif 384,ERa SRC1 inh
CCN(CCCNC(=O)CCNC(=O)Cn1ccc2ccccc2c1=O)c1ccccc1,102,11,114,94,9[fluorescence artefact?],-7,-9,92,-8
CCCn1c2c(c(O)c(C(=O)Nc3ccc(OC)cc3)c1=O)CCCC2,104,-2,119,74,2,0,nt,114,4
Cc1sc(NC(=O)c2ccc(Br)s2)c(C(N)=O)c1C,84,-8,168,50,1,11,-4,94,-2
CCCc1nnc(SCC(=O)N2CCCCC2)n1CC1CCCO1 (stereo not drawn),106,5,95,83,-1,-1,-12,105,-9
COc1ccc(CNC(=O)C2CC(c3ccc(F)cc3)=NO2)cc1 (stereo not drawn),100,6,143,84,-5,-1[fluorescence artefact?],10,100,0[fluorescence artefact?]
Cc1ccc(-c2nn(CC(=O)O)c(=O)c3ccccc23)cc1,109,5,120,85,4[fluorescence artefact?],-6,10,102,0
CCOC(=O)c1ccc(Nc2cc(C)nc3ncnn23)cc1,106,9,94,92,5,-4,nt,85,-11
COc1ccc(CNC(=O)c2cc3c(s2)CS(=O)C3)cc1 (stereo not drawn),107,2,103[fluorescence artefact?],97,-23,17[fluorescence artefact?],-6,112,-7
COc1cc2c(cc1OC)C(c1ccc(-c3ccccc3Cl)o1)=NCC2,82,6,67[fluorescence artefact?],30*,-10,7,5,68,8[fluorescence artefact?]
CCSc1nnc(NC(=O)C(C)(C)C)s1,96,9,120[fluorescence artefact?],85,6,4[fluorescence artefact?],6,95,-7
CCN(CC)CCCN1C(=O)C(O)=C(C(=O)c2sc(C)nc2C)C1c1ccc(C)o1 (stereo not drawn),96,nt,117,101,6,-9,nt,106,1[fluorescence artefact?]
COc1ccc(Cl)cc1NC(=O)c1cnc2sccn2c1=O,68,5,98,50,-9[fluorescence artefact?],19,nt,77,25
Cc1ccc(-c2nnn(CC(=O)NCCC3=CCCCC3)n2)cc1,98,-2,108,92,-2,-6,-10,99,-4
CC1(C)Cc2c(c(N3CCCC3)[nH]c(=S)c2C#N)CO1,97,1,93,77,16[fluorescence artefact?],-5,2,100,-9
CCOn1c(=O)c(-c2cc3ccccc3o2)[n+]([O-])c2ccccc21,86,10,126[fluorescence artefact?],51,11[fluorescence artefact?],-17,4,81,-5[fluorescence artefact?]
c1ccc(CN2CCN(c3nc(N4CCOCC4)c4ccccc4n3)CC2)cc1,100,-1,95,81,5,-6,18,95,-1
COc1ccc(Br)cc1C1SCCN1S(C)(=O)=O (stereo not drawn),102,0,98,94,-19,8,nt,97,24
Cc1nc(N2CCN(Cc3ccc4c(c3)OCO4)CC2)nc2c1C(=O)CC(c1ccco1)C2 (stereo not drawn),96,3,113,nt,-1,-2,2,120,-7
CC(C)Sc1nc2c(c(=O)n1C)SC(C)C2 (stereo not drawn),105,-3,103,102,-7,6,nt,116,-9[fluorescence artefact?]
CCN1C(=O)c2ccccc2S(=O)c2ccc(C(=O)N3CCCC3)cc21 (stereo not drawn),89,10,104,83,1,-13,nt,99,-5
CCOc1ccc(S(=O)(=O)N(C)C)cc1-c1nc2c(C(C)(C)C)nn(C)c2c(=O)[nH]1,101,4,150[fluorescence artefact?],72,6,10[fluorescence artefact?],7,87,4
Cn1cccc1CNC(=O)Nc1ccccc1,101,4,106,93,0,7,-11,93,0
Cn1c(-n2c(CCCN3C(=O)c4ccccc4C3=O)nc3ccccc3c2=O)nc2ccccc21,97,8,93,61,18[fluorescence artefact?],4,6,91,-13
CC(=O)NC1(c2cccc(F)c2)CCN(CC(=O)NC2CCCCC2)CC1,101,4,96[fluorescence artefact?],101,0,-16[fluorescence artefact?],2,97,-9
COC(=O)CC1(c2ccccc2)C(=O)c2ccccc2C1=O,98,3,124,89,11,-5,8,94,7
COc1ccccc1N1C(=O)C2CC(C)=C(C)CC2C1=O (stereo not drawn),95,1,122,97,7,2,-4,98,-7
COc1cc(C)c(C(C)C)cc1S(=O)(=O)N1CCOCC1,104,7,88,87,-4,3,nt,100,6
COc1ccc(S(=O)(=O)Cc2ccc(C(=O)N3CCOCC3)o2)cc1,89,4,124,84,10,-8,nt,89,-4
OCCOCCNc1ncnc2c1cnn2-c1ccc(Cl)cc1,102,1,111,87,-5,0,9,101,4
CC12CCC(C(=O)NCc3ccc4c(c3)OCO4)(CC1=O)C2(C)C (stereo not drawn),100,8,88,87,5,-11,1,90,8
CCOC(=O)C1=C(C)N(Cc2ccccc2)C(=O)NC1c1ccc(OC)cc1 (stereo not drawn),87,6,118,91,-1,-9,0,90,0
O=C(CCS(=O)(=O)c1ccc(Br)cc1)N1CCN(c2ccccc2F)CC1,96,8,106,97,2,-6,nt,97,2
Cc1cc(NC(=O)C2CC=CCC2C(=O)O)no1 (stereo not drawn),94,8,144,97,-1,-2,8,97,-4
COc1ccc(-c2nc(C)sc2CC(=O)O)cc1,95,2,102,93,5,-8[fluorescence artefact?],4,97,-35
CCOc1ccccc1NC(=O)C1CCCN1C(=O)OCc1ccccc1 (stereo not drawn),92,-2,124,92,-3,-4,nt,98,-1
CCOC(=O)N1CCN(C(=O)C2CCN(S(=O)(=O)c3ccc(Cl)cc3)CC2)CC1,101,0,96,76,13,-1,-2,89,-9
CCOc1cccc(-c2nnc3sc(-c4ccc(C)cc4)nn23)c1,86,7,101,19*,-5,14[fluorescence artefact?],nt,54,4
CCOC(=O)C1=C(Nc2ccccc2)OCC1=O,101,6,114,102,0,0[fluorescence artefact?],6,108,14
CCOC(=O)C1=C(C)NC(SCc2cc(=O)[nH][nH]2)=C(C#N)C1c1cccs1 (stereo not drawn),110,5,60[fluorescence artefact?],94,-7,17,-18,94,15
CCOC(=O)C1CCCN(c2c(Nc3cc(C)cc(C)c3)c(=O)c2=O)C1 (stereo not drawn),100,8,103,87,13,-5,9,104,0[fluorescence artefact?]
CCCN1CNC(=S)N(c2cc(C)ccc2C)C1,93,7,94,94,7,0,0,93,-16
Cc1cccc(N(C)S(=O)(=O)c2ccc3[nH]c(=O)c(=O)[nH]c3c2)c1,104,6,117,89,5,10[fluorescence artefact?],3,98,6[fluorescence artefact?]
COc1cc(NS(=O)(=O)c2ccc(NC(=O)C34CC5CC(CC(C5)C3)C4)cc2)ncn1,106,11,112,90,4,2,-1,89,-3
Fc1cnc(N2CCc3ccccc32)nc1N1CCc2ccccc21,87,0,126,56,-1,7[fluorescence artefact?],6,75,5[fluorescence artefact?]
CC(C)CCSc1nc2c(c(=O)[nH]c(=O)n2C)n1CCc1ccccc1,92,4,118[fluorescence artefact?],41,7,-27,-1,61,-23
Oc1c(Cl)cc(Cl)cc1CNc1ccc(Br)cn1,98,8,97,99,6,-5,10,99,-4
O=C(Nc1cc(C(=O)N2CCOCC2)ccc1N1CCCC1)c1cccs1,94,3,97,98,-10,-5,5,98,-2
Cc1ccc(N(C(=O)c2ccccn2)C2(C(=O)NC3CCCC3)CCCCC2)cc1,94,4,90,110,3,-14,-7,110,-5
CC(C)n1cc(/C=C2\NC(=O)N(c3cccc(Cl)c3)C2=O)c2ccccc21,89,3,113,15*,-23,-2,-4,65,-12
CCc1c(C)sc(NC(=O)c2cc(C3CC3)on2)c1C#N,106,-5,77[fluorescence artefact?],99,-17,11[fluorescence artefact?],6,97,1
COc1cc2c(cc1OC)CN(Cc1cc(=O)n3cc(C)ccc3n1)CC2,113,4,109,92,-1,-10,nt,105,-5
CN(CCCNC(=O)C1CCC(=O)N1Cc1ccc(F)cc1)c1ccccc1 (stereo not drawn),107,1,107,95,-5,-11[fluorescence artefact?],-2,97,-5
CC(C)C(NC(=O)OC(C)(C)C)C(=O)N1CCCC1C(=O)NC(Cc1ccccc1)C(N)=O (stereo not drawn),97,4,105,96,3,28,9,82,21
Cc1cc(N2CCCCC2)n2ncc(-c3ccc(Cl)cc3)c2n1,83,7,106,58,1,2,nt,79,-4
O=C(NCCN1CCOCC1)C1CCC(=O)N1Cc1ccc(F)cc1 (stereo not drawn),101,3,109,102,16,-3,-6,90,-3
Cc1nn(-c2ccccc2)c(C)c1C(=O)OCC(=O)NCc1ccco1,90,6,112,69,2,9[fluorescence artefact?],4,89,8[fluorescence artefact?]
CCc1nnc(NC(=O)c2cccc(S(=O)(=O)N3CCc4ccccc43)c2)s1,97,8,112,94,7,1,2,90,-1
Cc1cc(C)c2c(=O)[nH]n(C3CCOC(C)(C)C3)c2n1 (stereo not drawn),98,8,100,109,4,-8,nt,93,1
O=C(CSc1ccc2nnc(-c3cccnc3)n2n1)N1CCc2ccccc21,97,1,100,84,-6,1,nt,93,5
CCOC(=O)c1c(C)c(C(=O)N2CCCCCC2)c(C)n1C,106,5,121,85,3,-3[fluorescence artefact?],nt,88,6[fluorescence artefact?]
CCOC(=O)c1n[nH]c2ccccc12,nt,5,125[fluorescence artefact?],93,9[fluorescence artefact?],0,nt,94,2

Rewritten with values under each structure: entries from further up.
Values in the order – Lung fibro prol, Calb biofilm kill, ERa SRC1 pot, H69AR growth 86K, Smad3 inh, ERb coact inh, sEH activator, HUVEC prolif 384, ERa SRC1 inh
> Oc1c(Cl)cc(Cl)cc1CNc1ccc(Br)cn1
    98, 8, 97, 99, 6, -5, 10, 99, -4
> CCCN1CNC(=S)N(c2cc(C)ccc2C)C1
    93, 7, 94, 94, 7, 0, 0, 93, -16

Some of the compounds tested; rates above refer to the full screens.
